Screens: PubChem BioAssay, several laboratories
EBNA-1 inh = EBNA-1 DNA-binding inhibitors, primary screen, biochemical, fluorescence polarization. 300,000 compounds, 0.34% hits. inhibition, % at 14.8 µM; in the data active means inhibition above about 28%
PP5 primary = PP5 phosphatase inhibitors, primary screen, biochemical, fluorescence | Serine/threonine-protein phosphatase 5 (Homo sapiens), P53041 | purified PP5c, OMFP substrate fluorescence | inhibition, % at 6.7 µM | 320,000 compounds, 0.18% hits | AID 1987, 2009;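 active means inhibition above the campaign's mean inhibition across all tested compounds plus 3 SD, cut at about 9.5% in these data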;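 further: 0% = DMSO only and 100% = 100 µM cantharidin control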
TPT1 inhibitor = Candida albicans TPT1 enzyme inhibitors, primary screen, biochemical, fluorescence polarization | tRNA 2'-phosphotransferase TPT1 (Candida albicans SC5314) | recombinant caTPT1, FP RNA substrate dephosphorylation | inhibition, % at 5 µM | 300,000 compounds, 0.81% hits | AID 1962, 2009;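 active means inhibition above the mean of all tested compounds plus 3 SD, set per screening campaign, cut at about 24% in these data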;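 further: plate controls were DMSO alone for no effect and ferristatin control at 100 nM for full effect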
core dimer inh = inhibitors of HCV core protein dimerization, primary screen, biochemical, TR-FRET, high-throughput. TR-FRET GST/Flag-core106 dimerization, 1536-well. inhibition, % at 5 µM. 300,000 compounds, 0.33% hits;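 active means inhibition above the mean of all tested compounds plus 3 SD, set per screening campaign, cut at about 45% in these data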
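System: GST-tagged and Flag-tagged HCV core protein residues 1-106 / Input: core106 proteins, GST 13.5 nM and Flag 17 nM / Buffer or medium: KF-containing HEPES buffer, pH 7.45, DTT, CHAPS, BSA / Probe or stimulus: Eu-anti-GST and XL665-anti-Flag labelled anti-tag antibodies / Schedule: 4 h, 22.5 °C incubation / Technique: TR-FRET 671 and 617 nm emission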
CTSL1 counter = Fasciola hepatica cathepsin L1 inhibitors, primary screen, counter-screen for PFM18AAP inhibitor project, biochemical, QFRET, fluorogenic peptide substrate; 300,000 compounds, 0.49% hits; AID 1906, 2009; recombinant F. hepatica cathepsin L1, Z-Leu-Arg-MCA fluorescence; inhibition, % at 5.96 µM;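 active means inhibition above the mean of all tested compounds plus 3 SD, set per screening campaign, cut at about 17% in these data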;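 further: 0% = plate median of test compound wells and 100% = 1 µM Z-Phe-Ala-diazomethylketone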
PREPL inhibitor = PREPL enzyme inhibitors, primary screen, biochemical, fluorescence polarization; inhibition, % at 5.96 µM; recombinant PREPL, fluorescence polarization activity-based probe; 320,000 compounds, 0.68% hits; AID 2751, 2010; in the data active means inhibition above about 43%;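 further: 0% = enzyme with DMSO and 100% = wells lacking enzyme; many of its hits are not listed in these tables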
Target sequence (Q4J6C6 whole entry, looked up): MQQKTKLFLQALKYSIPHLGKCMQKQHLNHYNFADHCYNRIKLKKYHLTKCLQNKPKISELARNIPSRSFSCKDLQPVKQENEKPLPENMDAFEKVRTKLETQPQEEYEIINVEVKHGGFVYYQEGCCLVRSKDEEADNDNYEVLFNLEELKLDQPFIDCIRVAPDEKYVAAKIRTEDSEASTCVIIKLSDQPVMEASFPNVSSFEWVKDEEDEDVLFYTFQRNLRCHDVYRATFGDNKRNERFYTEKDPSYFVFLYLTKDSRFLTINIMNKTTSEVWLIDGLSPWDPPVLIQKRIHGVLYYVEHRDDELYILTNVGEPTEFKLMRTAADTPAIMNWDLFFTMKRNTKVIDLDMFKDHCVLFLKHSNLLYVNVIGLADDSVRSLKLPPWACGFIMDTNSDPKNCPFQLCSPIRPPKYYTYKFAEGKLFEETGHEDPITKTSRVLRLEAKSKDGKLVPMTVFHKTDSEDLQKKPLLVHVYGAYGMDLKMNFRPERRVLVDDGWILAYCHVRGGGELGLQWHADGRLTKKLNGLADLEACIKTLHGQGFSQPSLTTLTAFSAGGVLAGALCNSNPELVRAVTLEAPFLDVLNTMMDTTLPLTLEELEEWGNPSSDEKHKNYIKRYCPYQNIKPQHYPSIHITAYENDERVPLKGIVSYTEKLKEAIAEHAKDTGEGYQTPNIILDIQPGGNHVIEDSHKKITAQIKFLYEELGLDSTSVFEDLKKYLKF
ZTA DNA inh = blocks Epstein-Barr virus ZTA, an EBNA-1 counter-screen; P03206; ZTA-DNA binding, fluorescence polarization; inhibition, % at 11 µM; 320,000 compounds, 0.15% hits; AID 2234; in the data active means inhibition above about 33%
Target sequence (P03206 whole entry, looked up): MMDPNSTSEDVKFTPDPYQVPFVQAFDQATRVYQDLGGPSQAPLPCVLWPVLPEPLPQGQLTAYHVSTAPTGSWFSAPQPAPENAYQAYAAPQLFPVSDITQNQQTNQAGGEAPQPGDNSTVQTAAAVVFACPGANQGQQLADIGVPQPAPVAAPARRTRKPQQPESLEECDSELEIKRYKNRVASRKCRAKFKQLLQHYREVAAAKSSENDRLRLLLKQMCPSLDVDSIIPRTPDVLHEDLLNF
Efflux pump mplx = inhibitors of Candida efflux pumps in yeast, primary screen, S. cerevisiae, Nile Red, multiplex; S. cerevisiae Candida pump triplex; inhibition, % at 10 µM; 330,000 compounds, 0.44% hits; AID 485275, 2010;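 active means plate passing quality check with inhibition over a set limit, or well fluorescence over plate mean plus 4 SD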;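 further: Nile Red retained in pooled yeast measured as flow cytometry median fluorescence; 0% = buffer negative control and 100% = Enniatin B positive control; higher means more Nile Red kept so more efflux inhibition; some compounds called inactive have numbers as strong as hits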
PP1 inh = PP1-alpha phosphatase inhibitors, primary screen, counter-screen for PP5 inhibitor project, biochemical, fluorescence, OMFP substrate, single point; Serine/threonine-protein phosphatase PP1-alpha catalytic subunit (Homo sapiens), P62136; purified PP1alpha; inhibition, % at 6.7 µM; 320,000 compounds, 0.9% hits; AID 2235, 2010;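 active means inhibition above the mean inhibition of all tested compounds plus 3 SD, computed separately for each screening campaign, cut at about 15% in these data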
* marks the source's active call; other numbers are inactive results; / = no result given; & = joins results of further samples. These rows are one share of the data; the hit share may differ from the screen's.

Structure | EBNA-1 inh | PP5 primary | TPT1 inhibitor | core dimer inh | CTSL1 counter | PREPL inhibitor | ZTA DNA inh | Efflux pump mplx | PP1 inh
CCOc1ccc(NC(=O)CN2CCc3ccccc3C2)cc1 | -3.0 | 3.3 | -0.5 | -1.7 | 0.1 | 4.1 | -21.7 | 0.0 | -1.1
O=C(CSc1nc2ccc(Cl)cc2[nH]1)c1c[nH]c2ccccc12 | 4.3 | -0.4 | -0.4 | 0.1 | -0.1 | -11.9 | -3.3 | 0.0 | 3.4
CCCNC(=O)N(CCOC)CC1CCCN(C2Cc3ccccc3C2)C1 (centres undefined) | 13.8 | -1.7 | -0.6 | 0.7 | -2.1 | 2.8 | 5.5 | 0.1 | -3.7
COc1ccc(-c2nc3n(n2)C(c2ccccc2Cl)C(C(N)=O)=C(C)N3)cc1 (centres undefined) | 0.2 | -1.9 | -0.6 | -5.0 | 0.3 | 18.3 | 0.8 | 0.5 | -4.6
CN(C)CCCN(C(=O)c1ccc(S(=O)(=O)N2CCOCC2)cc1)c1nc2ccc(F)cc2s1 | 1.6 | 0.7 | -1.4 | 1.2 | -2.4 | 15.5 | -7.3 | 0.1 | -3.6
CCN(CC)S(=O)(=O)c1cccc(-c2nnc(-c3ccc(C)cc3)o2)c1 | 2.1 | 0.6 | -0.7 | -0.7 | 2.2 | 0.5 | -10.7 | 0.1 | 3.9
C#CCCc1cscc1/C=[N+](\[O-])c1ccc(C(=O)OCC)cc1 | / | -1.5 | / | / | / | -1.2 | 13.7 | 0.3 | 15.3*
O=C(Nc1cccc2ccccc12)C1CCN(C(=O)Cc2ccccc2)CC1 | -1.3 | 1.7 | 2.3 | 2.2 | 1.8 | 7.8 | -18.7 | -0.1 | -3.0
O=C(Oc1cccc(-n2cnnn2)c1)c1sc2ccccc2c1Cl | -13.9 | 2.2 | 0.5 | -4.7 | -0.6 | 5.8 | 7.4 | 0.2 | 1.1
O=[N+]([O-])c1ccc(/C=N/Nc2nc(N3CCCCC3)nc(N3CCCCC3)n2)cc1 | -6.4 | -0.5 | -1.0 | 1.0 | 1.0 | 16.6 | -23.8 | 0.1 | -2.5
CC1CC(C)CN(S(=O)(=O)c2ccc(NC(=O)CN3C(=O)NC(C)(c4ccccc4)C3=O)cc2)C1 (centres undefined) | -1.5 | 6.0 | -0.3 | 1.4 | 0.7 | -20.2 | -10.5 | -0.3 | -0.6
CNc1nc(-c2c(C)[nH]c3ccc(OC)cc23)cs1 | -6.2 | 2.8 | -1.7 | -18.6 | 0.9 | 23.4 | -3.0 | -0.2 | 1.2
CCn1c(SCC(=O)N2CCN(c3ccccc3F)CC2)nnc1-c1ccoc1C | -0.3 | -2.5 | 0.5 | 7.1 | 2.0 | 23.3 | 2.3 | 0.1 | -1.3
Cc1ccc2[nH]c(=O)c3cc(C(=O)NCC4CCCO4)sc3c2c1 (centres undefined) | 5.9 | 3.5 | -0.8 | -2.0 | 1.9 | 2.6 | 5.8 | 0.0 | -7.9
CC1CCN(C(=O)C(=O)c2cn(CC(=O)N3CCCC3)c3ccccc23)CC1 | -1.2 | 2.7 | -3.7 | 1.9 | 0.6 | 1.1 | -3.2 | 0.0 | -7.8
Cc1nnc(-c2cnn(C)c2N)n1Cc1ccc(Cl)cc1 | -3.1 | 1.8 | -6.1 | 1.4 | -1.2 | -10.0 | -28.2 | -0.1 | 0.0
Cc1ccc(N(CC(=O)NCC2CCCO2)C(=O)CNS(=O)(=O)c2ccc(Cl)cc2)cc1 (centres undefined) | 5.1 | 0.8 | 0.2 | 8.8 | -3.4 | 3.5 | 3.0 | 0.0 | 7.0
O=c1c2ccccc2cnn1-c1ccc(Cl)cc1 | 11.4 | 1.5 | -0.9 | -1.9 | 0.7 | -2.7 | 5.9 | 0.1 | -1.9
Cc1cccc(C(=O)N[C@@H]2c3ccccc3C[C@@H]2O)n1 | 15.4 | -1.4 | 1.8 | 1.1 | -0.6 | 3.0 | 10.7 | -0.2 | -3.2
COc1ccc(C)cc1-n1nnnc1SCC(=O)Nc1cccnc1Cl | 4.7 | -1.9 | -0.9 | 0.9 | -3.0 | -24.4 | 5.2 | 0.4 | -3.2
CCn1c(=O)c2c(nc3n2CCS3)n(C)c1=O | -9.5 | 2.6 | 1.3 | -4.9 | -0.9 | -13.0 | 6.3 | 0.1 | -2.2
CCCn1cc(S(=O)(=O)c2ccc(Cl)cc2)c(=O)c2cc(OC)ccc21 | -4.4 | 1.9 | -1.4 | 5.7 | 1.3 | -1.9 | -8.0 | -0.5 | -2.0
Nc1ccc(-c2nnn(CC(=O)N3CCCCC3)n2)cc1 | -2.9 | 2.7 | 0.6 | -5.5 | -1.0 | 5.2 | -16.5 | -0.2 | -3.5
NCc1ccc2[nH]c(=O)[nH]c2c1 | 6.1 | -2.9 | -5.8 | -3.9 | 3.7 | -9.3 | -11.6 | -0.1 | 1.4
O=C1CCC([N+](=O)[O-])C(c2ccc(F)c(Br)c2)N1 (centres undefined) | 13.6 | -1.4 | -0.7 | 9.0 | -1.3 | -7.3 | -0.8 | 0.1 | -2.4
O=C(CSCc1ccccc1)Nc1cccc(F)c1 | 3.1 | 0.0 | -3.1 | -5.6 | 0.4 | 2.7 | -7.5 | 0.1 | 0.6
COc1ccccc1NC(=O)C(=O)NCC(c1ccco1)N1CCc2ccccc2C1 (centres undefined) | -9.8 | 1.4 | 1.7 | 3.2 | 3.9 | -4.9 | -1.7 | 0.1 | 0.1
Cc1nc2c(s1)sc1ccccc12 | -4.5 | 3.5 | -1.4 | 1.2 | -2.5 | 4.8 | -6.1 | 0.0 | -1.2
NS(=O)(=O)c1ccc(NC(=O)CSc2nc(Nc3ccccc3)nc(N3CCOCC3)n2)cc1 | 7.0 | 4.2 | 3.5 | 5.8 | 0.9 | -8.8 | -6.0 | 0.4 | -0.1
CCN(CC)CCN1C(=O)Cn2c(C)c(C)c3cccc1c32 | -6.5&-4.6 | 1.9&1.0 | -3.1&-3.8 | -1.4&-3.4 | -5.8&1.9 | 14.9&2.0 | -9.6&1.3 | 0.3&0.3 | -6.4&1.1
CCOC(=O)C1=C(c2ccccc2)N=c2s/c(=C\c3cc(OC)c(OC)c(OC)c3)c(=O)n2C1c1cccs1 (centres undefined) | -0.3 | 2.7 | 18.1 | 17.0 | 1.7 | -1.7 | 5.6 | 0.1 | 0.2
CCn1c2ccccc2c2cc(NC(=O)c3ccc(C)c([N+](=O)[O-])c3)ccc21 | 8.3 | 2.9 | 1.3 | 16.7 | 3.3 | 12.0 | 18.6 | 0.0 | 0.2
COc1ccc(NC(C)=O)cc1NC(=O)CSc1nnc(-c2ccc(F)cc2)n1N | 4.6 | -1.0 | -0.5 | -0.1 | -2.0 | 0.1 | 5.2 | -0.1 | 0.7
CC1(C)NC(=O)N(CCOCCOc2c(Cl)cc(Cl)cc2Cl)C1=O | -8.8 | -2.4 | -1.3 | -5.5 | -2.5 | -12.6 | -12.2 | -0.2 | -1.6
COP(=O)(OC)C(Nc1ccc(C)cc1)c1ccc([N+](=O)[O-])cc1 (centres undefined) | -6.5 | 0.4 | -2.9 | -0.7 | -4.5 | -3.5 | -0.2 | 0.1 | -0.1
Cc1ccc(C(=O)CSc2ncnc3sc4c(c23)CCCC4)cc1 | 7.7 | 1.9 | 0.3 | 2.6 | -0.9 | 8.4 | 1.3 | -0.3 | 0.5
Fc1ccccc1Nc1nc2ccccc2n2nnnc12 | -8.4 | 3.5 | 8.4 | 6.8 | 0.1 | 26.9 | 0.0 | 0.5 | -4.7
CCNC(=S)Nc1ccc(Cl)cc1Cl | -6.8 | 0.9 | -2.6 | -15.7 | 4.9 | 1.0 | -2.4 | -0.1 | -9.9
COc1nc(N)nc(N)c1NS(=O)(=O)c1ccc(C)cc1 | -1.1 | 0.2 | 1.6 | 1.1 | 5.4 | 8.5 | -4.4 | -0.1 | -0.8
COC(=O)c1cc(CNC(=O)c2cccc(Cl)c2Cl)ccc1OC | -2.5 | 2.3 | 0.2 | 3.2 | -1.3 | 7.0 | 1.9 | -0.1 | -2.6
CCCN1CCC(=O)N([C@H](CN=[N+]=[N-])Cc2ccccc2)CC1 | 4.2 | -0.7 | 1.7 | -21.3 | 6.8 | 24.0 | -1.2 | -0.1 | -8.0
O=C(CSc1ccc(Cl)cc1)c1ccco1 | 4.8 | 3.5 | 2.4 | 48.8* | 6.4 | 16.2 | -6.6 | -0.1 | 6.5
CCCn1nc(NS(=O)(=O)c2cccc3nonc23)c2cc3cccc(C)c3nc21 | 7.0 | 4.6 | 0.6 | 4.9 | 3.2 | 12.2 | 9.5 | 0.0 | 11.6
CSc1nnnn1-c1c(C)cccc1C | -10.5 | 1.8 | 5.5 | 2.1 | -0.8 | 7.5 | 8.8 | 0.0 | 1.1
CCN(CC)S(=O)(=O)c1ccc(-c2nnc(SCC(=O)N3c4ccccc4CC3C)n2CC)cc1 (centres undefined) | -12.2 | 2.2 | 3.6 | 11.8 | 1.4 | 4.2 | 12.2 | 0.5 | 3.6
Cc1ccc(-n2c(-c3ccncc3)n[nH]c2=S)cc1 | 2.2 | 2.1 | -3.6 | -7.9 | -2.5 | 1.2 | -7.0 | -0.2 | -5.5
O=C(CSc1nc2ccccc2s1)NC1CCCc2ccccc21 (centres undefined) | 4.0 | 0.7 | -7.0 | -6.3 | 8.7 | -2.8 | -0.7 | -0.1 | 7.5
COCc1cc(=O)[nH]c(/N=C(\N)Nc2ccccc2C)n1 | -11.2 | 1.8 | 0.7 | 1.1 | -3.8 | -0.8 | 0.8 | 0.1 | -0.1
Cc1ccc(C(=O)CC2(O)C(=O)N(C)c3ccccc32)o1 (centres undefined) | -4.1 | 0.3 | -2.4 | -5.1 | 8.0 | 2.2 | 8.7 | -0.1 | 2.1
Cc1ccc(-n2c(-c3ccccc3)cc(/C=N/NC(=O)CC#N)c2-c2ccccc2)cc1 | 0.1 | -1.2 | 0.8 | 15.0 | 0.6 | -3.3 | 4.1 | 0.1 | -1.4
Cc1c(C(=O)N2CCN(c3ccc(C(F)(F)F)cn3)CC2)oc2ccccc12 | -1.0 | 1.1 | -2.2 | 9.6 | 6.1 | 2.9 | 4.1 | -0.1 | 1.4
CCC1CCc2c(sc(NC(=O)c3ccco3)c2C(N)=O)C1 (centres undefined) | 0.3 | 2.6 | -0.1 | 9.5 | 2.0 | 9.6 | 8.4 | 0.1 | 2.4

Single records, from the list above. Order of screens: EBNA-1 inh	PP5 primary	TPT1 inhibitor	core dimer inh	CTSL1 counter	PREPL inhibitor	ZTA DNA inh	Efflux pump mplx	PP1 inh
COc1nc(N)nc(N)c1NS(=O)(=O)c1ccc(C)cc1 is entered as -1.1	0.2	1.6	1.1	5.4	8.5	-4.4	-0.1	-0.8
Cc1ccc(-n2c(-c3ccccc3)cc(/C=N/NC(=O)CC#N)c2-c2ccccc2)cc1 is entered as 0.1	-1.2	0.8	15.0	0.6	-3.3	4.1	0.1	-1.4
